mcGAS lum = mouse cGAS inhibition by luminescence | Q8C6L5 | recombinant cGAS, Kinase-Glo ATP depletion luminescence | inhibition, % at 12.5 µM | 160,000 compounds, 0.15% hits | AID 1259399;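 further: 0% = negative control wells and 100% = reference inhibitor with no enzyme activity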
hcGAS inh = blocks human cGAS activity. Q8N884. recombinant h-cGAS, ATP depletion, Kinase-Glo luminescence. inhibition, % at 12.5 µM. 290,000 compounds, 0.081% hits;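 further: 0% = vehicle reaction and 100% = reaction without DNA for no activity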
Target sequence (Q8N884 whole entry, looked up): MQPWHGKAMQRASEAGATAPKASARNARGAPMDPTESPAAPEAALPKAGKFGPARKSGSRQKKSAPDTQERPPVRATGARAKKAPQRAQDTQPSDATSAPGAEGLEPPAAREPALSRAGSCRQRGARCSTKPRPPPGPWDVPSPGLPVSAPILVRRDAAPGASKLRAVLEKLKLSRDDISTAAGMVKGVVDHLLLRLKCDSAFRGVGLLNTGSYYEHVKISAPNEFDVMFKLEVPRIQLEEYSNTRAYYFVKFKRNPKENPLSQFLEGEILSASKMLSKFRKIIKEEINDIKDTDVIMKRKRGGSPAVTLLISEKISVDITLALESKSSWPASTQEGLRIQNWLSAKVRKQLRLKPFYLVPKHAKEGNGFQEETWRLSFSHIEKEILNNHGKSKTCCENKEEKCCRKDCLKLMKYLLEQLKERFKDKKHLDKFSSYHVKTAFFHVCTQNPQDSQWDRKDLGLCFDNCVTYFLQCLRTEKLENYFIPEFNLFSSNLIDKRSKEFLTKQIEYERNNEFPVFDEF
NPYLR7 ag = activates Aedes aegypti NPYLR7 receptor; HEK293T NPYLR7/Galpha15, GCaMP6s calcium fluorescence; 270,000 compounds, 0.15% hits; AID 1259423; activation, % at 10 µM; in the data active means activation above about 40%;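 further: 0% = vehicle and 100% = reference agonist at the receptor; some compounds past the cut are filed as inactive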
Active calls of the source: *; . = no result given. Unless noted, no stated cut-off is given here; in the data, active means inhibition above about 40%; inactive means the rest.

Order of values – mcGAS lum, hcGAS inh, NPYLR7 ag
1: CCOCCCn1c(SCc2ccccc2C#N)nc2cc(S(=O)(=O)N3CCCC(C)C3)ccc21 (stereo unspecified)
→ -2, -2, 8
2: Cc1ncc(C)c(N2CCC(CO)(Cc3cccc(C(F)(F)F)c3)CC2)n1
→ ., 2, 16
3: CCCCOc1ccccc1C1Nc2ccccc2-c2nnc(SCCCC)nc2O1 (stereo unspecified)
→ -3, 0, -8
4: COc1ccccc1OCC(=O)OCc1cc(-c2ccc3c(c2)OCO3)on1
→ ., -6, -3
5: CC(=O)N(C)Cc1cccc(NC(=O)N(CCO)CC(C)(C)C)c1
→ ., -3, 2
6: COc1ccc(CN(C)C(=O)Nc2ccccc2OCC(C)C)cc1
→ ., -6, 6
7: CCC(C)Nc1ncnc2c1nnn2C (stereo unspecified)
→ ., -8, 9
8: CCNC(=O)c1c(NC(=O)C(C)Cn2nc(C)nc2C)sc2c1CCCC2 (stereo unspecified)
→ ., -3, -9
9: CN(C)c1cccc(Nc2nccc3c2cc(-c2ccccc2)n3C)c1
→ -4, -1, 6
10: Cc1cccc(Cn2c(C)c(N3CCOCC3)c(C)c2C(=O)Nc2cccc(C)c2)c1
→ -5, -3, 26
11: CN1CCN(S(=O)(=O)c2cccc3ccccc23)CC1
→ 1, 3, -1
12: O=C(NNC1=NCCC1)c1cccc(Br)c1
→ ., 0, 4
13: Cc1ccccc1-n1ncc(C(C)NS(=O)(=O)c2sccc2C)c1C (stereo unspecified)
→ -10, -7, 9
14: CC(C)(C)c1ccc(S(=O)(=O)c2cnc(SCC(=O)Nc3ccc(Cl)cc3)[nH]c2=O)cc1
→ 4, 6, -6
15: CC(=O)Nc1cccc(OCc2ccon2)c1
→ ., -3, 12
16: O=C(NCCc1ccc(-n2cccn2)cc1)c1ccc2c(c1)OCO2
→ -9, -2, -5
17: Cc1ccc2c(c1)OC1(NC2=O)C(=O)N(C)c2ccccc21 (stereo unspecified)
→ ., -2, 7
18: O=C(Nc1nnc(C2CC2)s1)NC(c1ccc(F)cc1)C1CCCC1 (stereo unspecified)
→ ., -6, 9
19: COCCCNc1nc2nonc2nc1NC1CCc2ccccc21 (stereo unspecified)
→ ., -11, 7
20: COc1ccc(OC2CCN(C(=O)C3=CC(=O)CC(C)(C)O3)CC2)cc1
→ ., -6, 5
21: CC1=NN(C(=Nc2nnc(C)s2)n2ccnc2)[C@H](c2ccc(C)cc2)S1
→ ., -1, 3
22: CCNC(=S)NN=C(C)c1cccs1
→ -6, -8, 1
23: CC(C)(C)c1cc(C(=O)Nc2ccc(-c3onc4c3CCc3ccccc3-4)cc2)n(Cc2ccccc2)n1
→ -6, 0, 3
24: Cc1cc([N+](=O)[O-])cc(S(=O)(=O)N(C)CC(=O)N2CCCC2)c1C
→ ., 0, -1
25: COC(=O)CCC(=O)N1CCN(c2c(-c3ccccc3)cnc3ncnn23)CC1
→ -5, -5, 2
26: Cc1nn(-c2ccccc2Br)c(C)c1CCC(=O)NN1CCOCC1
→ ., 3, 6
27: O=C(c1cccc2cccnc12)N1CCN(Cc2ccccc2F)CC1
→ -14, -6, 15
28: COc1ccc(-c2cc(C(=O)N3CCN(c4ccccc4Cl)CC3)n(-c3ccc([N+](=O)[O-])cc3)n2)c(OC)c1
→ -3, 0, .
29: Cc1nnc(CSc2nnc(-c3cccs3)n2C2CC2)o1
→ -4, -6, -1
30: Cc1ccc(-n2nnc3c(=O)n(CC(=O)c4ccccc4)cnc32)cc1Cl
→ -10, -5, 1
31: O=C(Nc1nnc(-c2ccc3c(c2)OCO3)s1)C1CCCN1C(=O)c1ccc2c(c1)OCO2 (stereo unspecified)
→ -4, -6, 13
32: CN(C(=O)c1cc(S(=O)(=O)N(C)C)ccc1Cl)C1CCc2ccccc21 (stereo unspecified)
→ ., -6, 9
33: Cc1cn2c3c(=O)n(C)c(=O)n(C)c3nc2n1CCN1CCN(c2ccc(F)cc2)CC1
→ 4, 7, -3
34: O=C(NCC1CCCO1)C(C1CCCC1)N1CCN(C(=O)c2ccc3c(c2)OCO3)CC1 (stereo unspecified)
→ -5, -6, -6
35: O=C(c1ccoc1)N1CCN(Cc2cc3c(cc2O)CCC3)CC1
→ -16, -8, 16
36: Cc1cc2cc(CNC(=S)Nc3ccccc3)ccc2[nH]1
→ ., 2, 5
37: COc1ccccc1-c1nc2c(C)cccn2c1Nc1c(C)cccc1C
→ -1, 4, -3
38: Cn1cc(S(=O)(=O)Cc2ccc(Br)cc2)c2ccccc21
→ ., -4, -1
39: COC(=O)Cc1ccc(NC(=S)N2CCC(C(N)=O)(N3CCCCC3)CC2)cc1
→ ., -6, 2
40: CCSc1nnc(NC(=O)c2cccc(C(=O)OC(C)C)n2)s1
→ -5, -7, -2

(more compounds)
# | Compound | mcGAS lum | hcGAS inh | NPYLR7 ag
41 | COC(=O)C1=C(C)N=c2sc(=Cc3cccc(OC(C)=O)c3)c(=O)n2C1c1ccccc1 (stereo unspecified) | -3 | 1 | 9
42 | CCc1ccc(S(=O)(=O)Nc2ccc3c(c2)N(C(=O)COC)CCC3)s1 | -7 | -3 | 4
43 | COc1ccc2nc(C3CC3)cc(C(=O)O)c2c1 | . | -7 | 1
44 | Cc1nc2ccc(C(=O)N3CCN(c4ccccc4)CC3)cn2c1N(C)C(=O)CCc1ccccc1 | -3 | -3 | 8
45 | CC(=O)c1cc(C(=O)O)n(C)c1 | . | -5 | 4
46 | Cc1ccc2nc(CNc3cc(N4CCCC4CO)ncn3)cn2c1 (stereo unspecified) | . | -1 | 4
47 | CN(Cc1ccc(N(C)C)cc1)C(=O)NC1COc2ccccc21 (stereo unspecified) | . | -11 | -4
48 | S=c1[nH]nc(-c2ccncc2)n1Cc1ccco1 | -4 | 2 | 2
49 | Cc1ccccc1N1C(=O)c2ccc(C(=O)OC(C)C)cc2C1=O | . | -6 | -5
50 | CN1CC2N(C(=O)NC3CCCC3)C3CCC2(CC3)OC1=O (stereo unspecified) | -8 | -6 | 27
51 | COCCCN(CC(=O)N(Cc1ccc(F)cc1)Cc1sccc1C)C(=O)c1cc(Cl)cc(Cl)c1 | 1 | 16 | -3
52 | CC(C)NC(=O)c1ccnc(-c2ccnc3[nH]ccc23)c1 | . | -4 | 0

A different layout for part of the listing above.
44: Cc1nc2ccc(C(=O)N3CCN(c4ccccc4)CC3)cn2c1N(C)C(=O)CCc1ccccc1
  mcGAS lum: -3 | hcGAS inh: -3 | NPYLR7 ag: 8
45: CC(=O)c1cc(C(=O)O)n(C)c1
  mcGAS lum: . | hcGAS inh: -5 | NPYLR7 ag: 4
46: Cc1ccc2nc(CNc3cc(N4CCCC4CO)ncn3)cn2c1 (stereo unspecified)
  mcGAS lum: . | hcGAS inh: -1 | NPYLR7 ag: 4
47: CN(Cc1ccc(N(C)C)cc1)C(=O)NC1COc2ccccc21 (stereo unspecified)
  mcGAS lum: . | hcGAS inh: -11 | NPYLR7 ag: -4

Next part:
# | Compound | mcGAS lum | hcGAS inh | NPYLR7 ag
53 | CCOC(=O)C1CCN(CC(=O)N2N=C(c3ccc(C)c(C)c3)CC2c2ccc(Cl)cc2)CC1 (stereo unspecified) | -5 | -5 | 13
54 | O=C1CC(NCc2cccc3cccnc23)CN1CCc1ccccc1 (stereo unspecified) | -13 | -9 | 21
55 | CC(CCc1ccccc1)NCCn1ncc2ccccc2c1=O (stereo unspecified) | -17 | -3 | 13
56 | O=C(Nc1nccs1)c1cccc2c1-c1ccccc1C2 | -8 | -4 | 33
57 | COc1ccc(C2c3cccn3CCCN2Cc2cccc(F)c2)cc1O (stereo unspecified) | -5 | -7 | 24
58 | N#Cc1ccc(COC(CN2CCN(C(=O)COCc3ccccc3)CC2)c2cccc(N3CCCC3)c2)cc1 (stereo unspecified) | 2 | -1 | 2
59 | CCCCNC(=S)NCCc1cc2cc(C)c(C)cc2[nH]c1=O | . | -3 | 5
60 | O=C(Nc1sc2c(c1-c1nc3ccccc3s1)CCCC2)c1cccnc1 | -8 | -8 | 4
61 | COc1ccc(OC)c(NC(=O)Cn2nc(SC)c(S(=O)(=O)c3ccc(C)cc3)c2N)c1 | -6 | -3 | 0
62 | COCCNC(=O)c1ccc(CSc2nnc(-c3ccccc3Cl)n2-c2cccc(Cl)c2)cc1 | -3 | 1 | -2
63 | Cc1ccc2oc(CN3CCOC(CN)C3)c(C)c2c1 (stereo unspecified) | . | -5 | 5
64 | CC(c1ccccc1)N1C(=O)C(=Cc2c(NCC3CCCO3)nc3ccccn3c2=O)SC1=S (stereo unspecified) | -5 | -1 | 1
65 | N[C@@H]1c2ccccc2C2(CCN(C(=O)CCc3ccccc3F)CC2)[C@H]1O | -12 | -6 | 12
66 | CC(C)(CNC(=O)CCc1nnc(-c2ccccc2)o1)N1CCOCC1 | . | -7 | 24
67 | COCCN(CC(=O)Nc1nc(CC(=O)N2CCN(c3ccc([N+](=O)[O-])cc3)CC2)cs1)C(=O)C1CCCCC1 | 0 | 2 | -10
68 | CC1C2CC(C(S(=O)(=O)O)C2=O)C1(C)C (stereo unspecified) | -6 | -3 | 5
69 | CCn1c(=O)[nH]c2cc(C(=O)NCc3ccccc3)ccc2c1=O | . | -9 | 4
70 | CCN(CC)C1CCN(c2c3c(nc4ncnn24)CCCC3)CC1 | -6 | -3 | 26
71 | OCCNc1nc(N2CCN(Cc3ccccc3)CC2)nc2c1cnn2-c1ccc(F)cc1 | -8 | -6 | 1
72 | O=C(CSc1ccc(S(=O)C(F)(F)F)cc1[N+](=O)[O-])OCC(F)(F)C(F)F (stereo unspecified) | . | -4 | -8
73 | CCCCn1c(=O)[nH]c(=O)c2c1nc(CSC1CCCC1)n2C | . | -10 | -1
74 | Brc1ccc(-n2nnnc2-c2nc3ccccc3[nH]2)cc1 | -7 | -9 | 9
75 | CCOc1ccc(CN(Cc2nc(C(=O)NC3CC3)co2)C(C)c2ccccc2)cc1 (stereo unspecified) | 0 | 4 | 3
76 | CCOC(=O)N1CCC(NC(=O)C2CC23CCN(C(=O)C(c2ccccc2)C2CCCC2)CC3)CC1 (stereo unspecified) | -10 | -5 | 13
77 | CC(C)Nc1ccc(C(=O)N2CCC(O)(c3ccccc3)CC2)cn1 | . | -4 | -10
78 | O=C(Cc1cc(-c2cc3ccccc3o2)on1)NCc1ccccn1 | -8 | -3 | 11
79 | CCCCc1ccc(NC(=O)CSc2nc(CC)nc3c2c(=O)n(C)c(=O)n3C)cc1 | . | 0 | 9
80 | Cc1cccc(-c2ccc(C(=O)N3CCCN(c4nc(C)cs4)CC3)c(=O)[nH]2)c1 | -13 | -6 | -1
81 | Cc1ccc(-n2c(SCC(=O)N3CCCc4ccccc43)nc3c(c2=O)SCC3)cc1 | . | -6 | -3
82 | O=C(NCCC(c1ccccc1)c1ccccc1)N1CCN(CCN2CCCC2)CC1 | . | -3 | 5
83 | C=CCN(CC(=O)N(CCc1ccccc1)Cc1ccc(C)o1)S(=O)(=O)c1ccc(Cl)cc1 | -6 | -3 | 8
84 | O=C(c1ccc(C(F)(F)F)cc1)N1CCC(CCCN2CCCC2)CC1 | . | -7 | 0
85 | COc1ccccc1N1CCN(c2ccc(NC(=O)Nc3cccc4ccccc34)cc2C(=O)NC2CC2)CC1 | -4 | -7 | 22
86 | CN1CCNC(=O)C12CCN(C(=O)CN1CCCCCCC1)CC2 | -1 | 1 | -10
87 | CCc1oc2ccccc2c1/C=C/C(=O)Nc1cccc(C(N)=O)c1 | . | -5 | 1
88 | Cc1cccc(-c2nnc(NC(=O)C(Cc3ccccc3)NC(=O)CCC3CCCC3)s2)c1 (stereo unspecified) | -5 | -10 | 26
89 | CCCCCCC(=O)Nc1c(-c2cccc(F)c2)nc2cc(C)ccn12 | -8 | -8 | -2
90 | Cc1c(N2CCN(C(=O)C3CCCCC3)CC2)c(=O)n(C)c(=O)n1C | -6 | -9 | .
91 | O=C(Oc1cccc2cccnc12)N1CCOCC1 | -6 | -6 | 1
92 | C=C(C)C1CCC(C)OC1c1ccc2c(c1)OCO2 (stereo unspecified) | . | -16 | -3
93 | CCOC(=O)C(C)NC(=O)N1CCCC1c1cc(C(C)C)no1 (stereo unspecified) | -7 | -6 | -3
94 | C=CCNC(=O)C(NC(=O)c1ccc2c(c1)OCO2)C1CCN(C(=O)C2CCCC2)CC1 (stereo unspecified) | -7 | -4 | 6
95 | O=C(NCCOc1ccc(-c2ccccc2)nn1)c1ccc(Br)o1 | -5 | -10 | -6
96 | Cc1nc(Cc2ccc(-n3ccnc3-c3ccc4c(c3)OCCO4)cc2)n[nH]1 | -11 | -6 | .
97 | Cc1c(-c2ccccc2)sc(NC(=O)CCC(C)C)c1C(=O)N1CCOCC1 | . | -1 | 12
98 | CC(=O)Nc1ccc(NC(=O)c2cn(C)c3c(=O)n(-c4ccccc4)c(=O)[nH]c23)cc1 | . | -4 | 4
99 | COc1cccc(CN(Cc2nc(C(=O)NC3CC3)co2)C(C)c2ccccc2)c1OC (stereo unspecified) | -2 | -2 | 13
100 | Cc1sc2nc(C(C)OC(=O)C3=NNC(=O)CC3)[nH]c(=O)c2c1C (stereo unspecified) | . | -4 | 3
101 | COCCCNC(=O)C(NC(=O)c1cccc(C)c1)C1CCN(C(=O)COC)CC1 (stereo unspecified) | -4 | -3 | -3
102 | Cc1ccc(NC(=O)CSc2ccc3nnc(CCNC(=O)c4ccccc4)n3n2)cc1Cl | -7 | -8 | 5
103 | Fc1ccc(-c2[nH]ncc2CN2CCC(c3ccccc3F)C2)c(F)c1 (stereo unspecified) | . | -8 | 5
104 | Cn1ncc2c(N3CCC(O)(c4ccccc4)C3)nc(-c3cccnc3)nc21 (stereo unspecified) | . | -4 | 3
105 | COc1ccc(/C=N\NC2=NS(=O)(=O)c3ccccc32)cc1Br | -2 | 11 | 20
